# p53ts 32C kill: qHTS Screen for Compounds that Selectively Target Cancer Cells with p53 Mutations: Cytotoxicity of p53ts Cells at the Permissive Temperature. AID 924, 2007. hit rate 0.93% among 130,000. H1299-p53A138V at 32C, ATP luminescence viability, 24 h. Potency, µM (series often up to 46.1 µM), inactives show at the top dose activity change, negative = cytotoxicity, hits mostly cytotoxic;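 note: 0% = DMSO and -100% = full killing by reference compound; nearly all actives have a fitted effect of over 55% in size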
#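 ATP-content luminescence (ATPlite) read-out after 24 h compound exposure at 32C in H1299-p53A138V cells (600/well). Tested up to 46 uM. Normalized to DMSO (0%) and 100 uM tamoxifen (100% killing); Hill-fit AC50.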
# p53ts 39C kill: qHTS Screen for Compounds that Selectively Target Cancer Cells with p53 Mutations: Cytotoxicity of p53ts Cells at the Nonpermissive Temperature. H1299-p53A138V viability at 39C, ATP luminescence, 24 h. Potency, µM (doses to about 46.1 µM), inactives show at the highest dose activity change, negative = cell killing, actives largely listed as cytotoxic. hit rate 1.5% among 130,000; note: nearly all actives have a fitted effect of over 55% in size
# Peg3 imprint: qHTS Assay for Compounds that Induce Erasure of Genomic Imprints; mouse ES Peg3-LacZ reporter, beta-gal luminescence, 40 h; AID 1948, 2009; Potency, µM (highest dose often 60.7 µM), for inactives: top-dose activity change, positive = activation, actives largely listed as activators; hit rate 0.02% among 110,000;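 note: 0% = negative control wells on the plate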
#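 Each well holds 300 Peg3LacZ-Neo (maternal) female ES cells incubated 40 h at 37C, 5% CO2. LacZ is measured by BetaGlo luminescence, with AC50 and maximum efficacy derived from dose-response curves.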
# IkB sig inh: IkB Signaling. ABC-DLBCL IkBa-CBG/CBR dual luciferase ratio, 4 h; response scale: scaled: untreated 0%, proteasome inhibitor 100%. Potency, µM (highest dose often 57.1 µM), for inactives: at the highest dose IkBa stabilization activation. hit rate 0.04% among 110,000. AID 445, 2006; active = well fitted curve in the direction sought with a large enough effect in the signal ratio, not every such curve was filed as active; inconclusive = small, poorly fitted or top-dose-only effect, or a change in a side signal; the % refers to the signal ratio;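 note: the direction sought is a rising ratio; 0% = basal untreated cells and 100% = reference inhibitor full response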
#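 Curves were fitted separately to fusion (green), unfused (red) and ratio luminescence, then classed by r2, magnitude and activity. Cells: OCI-Ly3, 4 h compound plus doxycycline at 37C; 10 uM MG-132 defined full response.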
# * marks the source's active call; other numbers are inactive results; ? = inconclusive; / = no result given; [ ] = remark or other dose. Unless noted, calls come from the whole dose curve; as a rule, active = well fitted curve in the direction sought with a large enough effect; inconclusive = small, poorly fitted or top-dose-only effect, or another doubt; inactive = no such curve, though single readings can be large; an effect the other way counts as inactive or inconclusive. Unless noted, % is set by controls: 0 for no effect and ±100 for the full control effect; potency is the fitted concentration of half-maximal effect.
SMILES,p53ts 32C kill,p53ts 39C kill,Peg3 imprint,IkB sig inh
Cc1cccc(-n2ccnc2SCC(=O)Nc2cc(C(F)(F)F)ccc2Cl)c1,1%,-21%,?,?
CCN(CC)S(=O)(=O)c1cc(C(=O)Nc2ccncc2)ccc1Cl,-10%,-10%,-17%,1.8%
CN(C)/C=N/c1c(C#N)cnn1-c1ncnc2sc(-c3ccccc3)cc12,3%,-14%,-8%,?
Cc1ccc(Cl)cc1N1CCN(C(=O)c2cc(S(=O)(=O)N3CCCC3)cn2C)CC1,5%,10%,-7%[10.9 µM],0.8%
COc1cccc(-c2cc(C(=O)NCCc3ccccc3)no2)c1,-3%,2%,-17%,-2.0%
CCN(CC)C(=O)c1sc2c(c1C)c(=O)n(-c1ccc(Cl)c(Cl)c1)c(=O)n2CC(=O)Nc1cccc(OC)c1,10%,-8%,-3%[10.9 µM],?
Cc1cc(C)cc(NC(=O)NCc2noc3ccccc23)c1,0%,-16%,-8%[10.9 µM],-1.7%
O=C(NCc1ccco1)c1cc2ccccc2c(=O)o1,-19%,-18%,-30%,?
CCOC(=O)CC(=O)CSc1nc(C)nc2c1oc1ccccc12,-4%,-4%,-7%,0.4%
O=C(Nc1ccc2c(c1)OCO2)c1nn(-c2ccccc2)c(=O)c2ccccc12,-4%,-8%,-11%,?
CNC(=O)c1cc2c(=O)n3cc(C)ccc3nc2n(C(C)C)c1=N,0%,4%,-5%,0.1%
Cc1ccc(NC(=O)c2c(C)oc3ccc(O)c(CN4CCCC4)c23)c(C)c1,-2%,-17%,-7%[10.9 µM],-0.7%
CCOC(=O)c1ccn(-c2nc(-c3ccco3)cc(C(F)(F)F)n2)n1,1%,?,-18%,?
COc1ccc(C2C(C(C)=O)=C(O)C(=O)N2c2cccnc2)c(OC)c1 (stereo not drawn),2%,9%,-4%,-0.9%
O=C(Nc1ccncc1)c1cc2ccccc2o1,-25%,-29%,-77%[inhibitor],?
CSc1nc2ccc(S(=O)(=O)N3CCc4ccccc43)cc2s1,3%,13%,-7%,0.1%
CCc1ccc(S(=O)(=O)c2c(C(=O)c3ccccc3)cnc3ccc(CC)cc23)cc1,13%,-3%,-11%[10.9 µM],?
Cn1nnc2cc(C(=O)N3CCCCCC3)ccc21,16%,12%,-7%,-1.3%
COc1cc(OC)cc(C(=O)NNC(=O)NC2CCCCC2)c1,0%,9%,/,/
N#Cc1ccccc1NC(=O)C(=O)NCC(c1cccnc1)N1CCc2ccccc21 (stereo not drawn),14%,-5%,-4%[10.9 µM],?
Cc1ccc(CNC(=O)C(CC(C)C)NS(=O)(=O)c2ccc3c(c2)oc(=O)n3C)cc1 (stereo not drawn),-2%,3%,-16%[10.9 µM],0.0%
O=C(CS(=O)(=O)c1cccc2nsnc12)NCc1ccccc1,2%,?,29%[10.9 µM],-2.2%
O=C(Oc1ccc(OC(=O)N2CCOCC2)cc1)c1ccccc1,1%,1%,-32%[inhibitor],-0.5%
CC1=C(C(=O)OCc2ccccc2)C(c2ccoc2)C(C#N)=C(N)O1 (stereo not drawn),3%,-18%,-1%,2.1%
Cc1cc(C)nc(SCc2nnc(SCC(=O)N3CCOCC3)o2)n1,0%,15%,/,0.5%
SMILES,p53ts 32C kill,p53ts 39C kill,Peg3 imprint,IkB sig inh
Cc1cccnc1N(C(=O)Nc1ccccc1)C1=NCC(C)(C)S1,-11%,-1%,-18%,0.2%
COc1ccc(C(C(=O)OCCN(C)C)c2ccccc2)cc1 (stereo not drawn),11%,11%,-5%,-0.8%
CCn1c(SC)nc2c([nH]c3ccccc32)c1=O,12%,-16%,-17%[10.9 µM],0.5%
COc1ccccc1Nc1nn2c(=O)c3ccc(C(=O)NCCc4ccccc4)cc3nc2s1,3.2µM*,3.2µM*,-34%[inhibitor][10.9 µM],?
COc1ccccc1NC(=O)N(Cc1ccco1)Cc1cc2ccc(C)c(C)c2[nH]c1=O,7%,-12%,-30%,?
Cc1ccc(CCNC(=O)CCS(=O)(=O)c2ccc3c(c2)oc(=O)n3C)cc1,5%,24%,14%[10.9 µM],?
Cc1cnc(CNc2ncncc2-c2cccc(NS(C)(=O)=O)c2)cn1,9%,5%,5%,-1.1%[11.4 µM]
CCn1c(C(=O)N2CCCC(C(=O)N3CCN(c4cc(C)ccc4C)CC3)C2)cc2sccc21 (stereo not drawn),12%,?,-5%[10.9 µM],?
CCn1c(CNc2ccc(F)cc2)nnc1SCC(=O)Nc1ccccc1OC,2%,11%,/,/
O=C(c1ccc(CS(=O)(=O)c2cccc(C(F)(F)F)c2)o1)N1CCN(c2ccccn2)CC1,3%,8%,-14%,0.9%
O=c1cc(-c2ccccc2)[nH]n1-c1nc2ccccc2s1,?,?,-17%,?
Cn1c(SCC(=O)Nc2ccccc2F)nnc1-c1ccc(S(=O)(=O)N2CCOCC2)cc1,-1%,1%,-2%,1.8%
O=c1c2ccccc2sc2c(CO)ccc(NCCN3CCCCC3)c12,-5%[9.22 µM],-8%[9.22 µM],-6%[10.9 µM],-2.1%[11.4 µM]
CCOc1ccccc1N1CCN(C(=O)c2ccncc2)CC1,6%,4%,-7%,-2.4%
Cn1c2c(c(=O)n(C)c1=O)C(c1ccccc1C(F)(F)F)CC(=O)N2 (stereo not drawn),-3%,-13%,-4%[10.9 µM],-5.0%
COc1ccccc1NC(=O)C(C)Sc1nnnn1C (stereo not drawn),1%,7%,-6%,1.5%
Cc1ccc2cccc(NC(=S)NC(=O)c3ccn(C)n3)c2n1,-2%,-4%,/,/
COc1ccc2c(c1)c1c(c(=O)n(Cc3ccccc3)c(=O)n1Cc1ccccc1Cl)n2C,7%,?,4%[10.9 µM],-0.3%
CC(C)(C)C1CCc2c(sc(NC(=O)c3cc(C4CC4)on3)c2C#N)C1 (stereo not drawn),11%,-7%,-23%,8.6%
CN(C)c1ccc(-c2ccccc2)nn1,?,?,-86%[inhibitor],2.0%
Clc1ccc(-c2nn3c(Cn4cnc5ccccc54)nnc3s2)c(Cl)c1,9%,16%,-5%,-2.5%
O=C(/C=C/c1ccco1)Nc1ccc(F)cc1,?,?,-35%[inhibitor][10.9 µM],?
N#Cc1ccccc1Cn1c(SCC(=O)NCc2ccccc2)nc2ccccc21,6%,-16%,3%[10.9 µM],-0.9%
COc1ccc(NC(=O)CSc2ccc3nc(-c4ccccc4)cn3n2)cc1OC,-7%,1%,-17%[10.9 µM],-3.0%
Cn1c(=O)c2c(SCc3ccccn3)nc(C3CC3)nc2n(C)c1=O,-2%,-5%,-16%,1.7%
SMILES,p53ts 32C kill,p53ts 39C kill,Peg3 imprint,IkB sig inh
CN1C(=O)c2ccccc2Sc2ccc(NC(=O)Nc3ccccc3F)cc21,-6%,-28%,-15%[10.9 µM],?
CC1=C(c2ccc(C)c(C)c2)S(=O)(=O)N=C1N1CCC(C(=O)NC(C)c2ccccc2)CC1 (stereo not drawn),19%,-15%,-20%[10.9 µM],?
CNc1nc(-c2ccccc2Cl)nc2ccccc12,4%,-4%,-4%,-0.5%[11.4 µM]
COc1cc(C#CC#CCN2CCCCC2)ccc1O,17%,16%,-23%,1.5%
CCS(=O)(=O)N1CCC(C(=O)NCCCN2CCCCCC2)CC1,10%,-4%,-3%,-1.2%
Cn1c(CC(=O)Nc2ccccc2)nnc1SCCOc1ccccc1,0%,-6%,-6%,?
CCOC(=O)C1CCCN(Cc2ccccc2OCC)C1 (stereo not drawn),5%,1%,-8%,-0.5%
COc1ccc(-c2cc3nc(C4CCN(C(=O)OC(C)(C)C)CC4)c(C(=O)Nc4cc(C)cc(C)c4)cn3n2)cc1,-4%,-22%,-9%[10.9 µM],1.0%
NNc1nc2sc3c(c2c(=O)[nH]1)CCc1ccccc1-3,2%,11%,/,/
O=C(C1Cc2ccccc2CN1S(=O)(=O)c1cccs1)N1CCCCC1 (stereo not drawn),-9%,10%,-12%,1.6%
O=C1COc2ccc(C(=O)CSc3nnc(-c4cccs4)n3Cc3ccccc3)cc2N1,3%,18%,-17%,?
COc1ccc(C(=O)NC2CCN(CC(=O)Nc3cccc(C)c3)CC2)cc1OC,3%,-2%,/,/
O=C(O)C(CCCCN1C(=O)C2C3C=CC(C3)C2C1=O)N1C(=O)C2C3C=CC(C3)C2C1=O (stereo not drawn),4%,-15%,-10%,1.0%
O=C(CSc1nc2ccccc2nc1Cc1ccccc1)Nc1ccccc1C(F)(F)F,-2%,-11%,-5%[10.9 µM],-1.0%
CCOCCCNC(=O)c1cc2c(=O)n(C)c3ccccc3c2n1C,1%,-10%,-8%[10.9 µM],-0.4%
COCCN(C(=O)Cn1nnc2ccccc21)C(C(=O)NC1CCCC1)c1ccc(OC)cc1OC (stereo not drawn),9%,-9%,/,/
C/C(Cl)=C/CSc1nc2c(c(=O)[nH]c(=O)n2C)n1C(C)C,8%,-17%,2%,-0.4%
CCOC(=O)C1CCN(CCC(=O)Nc2ccccc2)CC1,-1%,9%,/,/
CCOC(=O)C1CCN(C(=O)CN(c2cccc(OC)c2)S(=O)(=O)c2ccccc2)CC1,3%,-1%,-11%,-0.7%
CCOc1ccc(S(=O)(=O)NCCc2csc(-c3ccc(Cl)cc3)n2)cc1,-5%,-10%,-11%[10.9 µM],?
COCCOC(=O)c1c(C)oc2c1cc(NS(=O)(=O)c1ccc(Cl)c(C)c1)c1ccccc12,-18%,-2%,-15%[10.9 µM],?
CCCNC(=O)c1c(N)n(-c2ccc3c(c2)OCO3)c2nc3ccccc3nc12,1%,14%,-5%,-0.2%
CCc1ccc(S(=O)(=O)NC(CC(=O)O)c2ccccc2)cc1 (stereo not drawn),-2%,-4%,-8%,-1.0%
COc1cc(OC)cc(-n2nc(C(=O)N3CC(C)CC(C)C3)c3ccccc3c2=O)c1 (stereo not drawn),0%,1%,/,/
Cc1ccc(CNC(=O)c2c(O)nc3c(C)cccn3c2=O)cc1,5%,-11%,25%[10.9 µM],?

# Rewritten field by field: part of the list above.
COc1ccc(C(=O)NC2CCN(CC(=O)Nc3cccc(C)c3)CC2)cc1OC
- p53ts 32C kill = 3%
- p53ts 39C kill = -2%
- Peg3 imprint = /
- IkB sig inh = /
O=C(O)C(CCCCN1C(=O)C2C3C=CC(C3)C2C1=O)N1C(=O)C2C3C=CC(C3)C2C1=O (stereo not drawn)
- p53ts 32C kill = 4%
- p53ts 39C kill = -15%
- Peg3 imprint = -10%
- IkB sig inh = 1.0%

# Further compounds follow:
SMILES,p53ts 32C kill,p53ts 39C kill,Peg3 imprint,IkB sig inh
COc1ccccc1NC(=O)c1nnn(-c2ccc(F)cc2)c1C,1%,27%,2%[10.9 µM],1.9%
COc1ccc(-c2nnn(CCc3nn[nH]n3)n2)cc1OC,-8%,-3%,-7%,2.8%
Cc1cc(C)n(CCc2nc3c4ccccc4nc(SCc4ccc(F)cc4)n3n2)n1,19%,-13%,10%[10.9 µM],-1.4%
O=C1CCc2cc(S(=O)(=O)NC(Cc3ccccc3)C(=O)NC3CCCC3)ccc2N1 (stereo not drawn),6%,0%,-6%,-1.1%
CC(C)CC(NC(=O)C1CCC(C)CC1)C(=O)Nc1ccccn1 (stereo not drawn),-23%,-25%,-51%[inhibitor],-0.5%
CN(C)c1ccc(CN2CCCCCC2)cc1,-2%,12%,-17%,0.7%
O=C(CN1CCOc2ccccc21)NCc1ccccc1,2%,4%,-12%,-1.3%
Cc1cc2ncn(CCOc3ccccc3C#N)c2cc1C,-5%,-4%,-27%,?
COc1ccccc1NC(=O)CSc1oc(-c2ccc(F)cc2)nc1S(=O)(=O)c1ccc(Br)cc1,-4%,-14%,-15%[10.9 µM],?
COc1cccc(C(=O)N(CN2CCCC2=O)c2cccc(Cl)c2)c1,2%,-8%,-13%,-2.0%

# Some values from the list.
# Result for `Cc1cc(C)n(CCc2nc3c4ccccc4nc(SCc4ccc(F)cc4)n3n2)n1` in Peg3 imprint: 10%[10.9 µM]
# Result for `COc1ccc(-c2nnn(CCc3nn[nH]n3)n2)cc1OC` in Peg3 imprint: -7%
# Result for `COc1ccccc1NC(=O)CSc1oc(-c2ccc(F)cc2)nc1S(=O)(=O)c1ccc(Br)cc1` in p53ts 32C kill: -4%
# Result for `CC(C)CC(NC(=O)C1CCC(C)CC1)C(=O)Nc1ccccn1` (stereo not drawn) in IkB sig inh: -0.5%
# Result for `COc1ccccc1NC(=O)c1nnn(-c2ccc(F)cc2)c1C` in p53ts 39C kill: 27%
# Result for `O=C(CN1CCOc2ccccc21)NCc1ccccc1` in Peg3 imprint: -12%

# Bioassay records deposited in PubChem by National Center for Advancing Translational Sciences (NCATS).
